Assay outcomes (PubChem)
Tb hexokinase: T. brucei hexokinase 1 inhibition; recombinant TbHK1, G6PDH-coupled NADH A340; inhibition, % at 10 µM; hit rate 0.11% among 220,000; AID 1430;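 active = inhibition of 50% or more in the single-dose primary screen; inactive = inhibition below 50%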
Furin inhibitor: human furin inhibition. P09958. purified furin, fluorogenic substrate cleavage. inhibition, % at 30 µM. hit rate 0.061% among 220,000. AID 463115; in the data active = inhibition above about 25%; also: inactives centre near -15
PPC-1+TRAIL kill: kills PPC-1 cancer cells in the presence of TRAIL; cell killing (% activity), % at 4 µM; AID 1443; PPC-1 cells + TRAIL, ATPLite viability luminescence; hit rate 0.41% among 220,000;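 active = cell killing above 50% in the first pass at 4 µM, then a duplicate retest at 5 µM averaging 50% or more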;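 also: plate controls were cells with TRAIL plus DMSO for no effect and medium-only wells lacking cells for full effect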
EBV gp42 inh: blocks Epstein-Barr virus glycoprotein 42 binding. Q1HVG2. Fluorescence polarization binding assay, mP read-out. inhibition, % (tested at 21.74 µM). hit rate 0.42% among 220,000. AID 1085; in the data active = inhibition above about 50%
Thrombin inh: thrombin (human) inhibition | alpha-thrombin, Boc-VPR-AMC fluorogenic substrate cleavage | inhibition, % at 5 µM | hit rate 0.26% among 220,000;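 active = inhibition at or above 40%; inactive = inhibition below 40%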;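 also: 0% = enzyme with no compound and 100% = wells without enzyme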
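Material: human alpha-thrombin protein; Also added: Boc-VPR-AMC substrate, 15 µM final; Timing: enzyme reaction carried out at room temperature; Signal: fluorescence, ex 355 nm, em 460 nm; Measure: % inhibition of thrombin; Controls: enzyme without compound as high, wells lacking enzyme as low.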
KCC2 mod: KCC2 (human) Cl- transport modulation. AID 1456. hit rate 2.2% among 190,000. Q9H2X9. KCC2 cells, thallium flux FluoZin-2 fluorescence. B-score of Tl+ flux slope (higher = more flux/activation; lower = inhibition) at 10 µM;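 active = thallium flux slope and its plate-corrected score both differing from the plate sample mean at a set confidence after two filtering rounds, in either direction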;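 also: slope of fluorescence scaled to starting intensity during 10 to 20 s after thallium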
TRPN1 ag: agonists of zebrafish TRPN1 channel. HEK293 zebrafish TRPN1-YFP, Fluo-8 calcium fluorescence; 100% = response to 87 µM carbachol. activation, % at 3 µM. hit rate 0.18% among 220,000. AID 1424;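 active = activation above its plate's cutoff, the mean activation of test wells on that plate plus 3 SD, cut at about 19% in these data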;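 also: 0% = DMSO alone and 100% = 87 µM carbachol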
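Material: zebrafish TRPN1-YFP in HEK293 cells; Doses: single test compound dose, 3 µM nominal, 0.3% DMSO; Timing: dye loading 1 h at 37 °C, then 30 min room temperature; Technique: intracellular calcium fluorescence with Fluo-8; Benchmarks: high carbachol 87 µM, low DMSO alone.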
TRPML3 ag: activates the human TRPML3 channel; HEK293 TRPML3-YFP, Fluo-8 calcium fluorescence; 100% = the carbachol control signal; activation, % at 3 µM; hit rate 0.29% among 220,000; AID 1448;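 active = activation above its plate's cutoff, the mean activation of the plate's test wells plus 3 SD, cut at about 12% in these data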;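 also: 0% = DMSO only wells and 100% = carbachol wells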
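Test system: HEK293 cells stably carrying human TRPML3-YFP; Doses: single dose, 3 µM final nominal compound, 0.3% DMSO final; Schedule: dye loading 1 h 37 °C then 30 min ambient, 125 s read; Technique: Fluo-8 calcium fluorescence; Benchmarks: high control carbachol 87 µM, low control DMSO.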
Calpain2 inh: inhibitors of pig calpain II. purified calpain II, fluorogenic peptide substrate, 30 min. inhibition, % at 16 µM. hit rate 0.37% among 220,000. AID 1236;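 active = inhibition above about 50%, limit read from the data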
The depositor's hits bear a star; . = not tested or not shown; [ ] = dose if it differs, or a comment.

entry	SMILES	Calpain2 inh	Furin inhibitor	KCC2 mod	TRPML3 ag	PPC-1+TRAIL kill
1	Cn1c(=NC(=O)c2cnccn2)sc2ccccc21	-6	-3	-2.2	0.0	53*[5 µM]
2	COC(=O)c1ccc(COC(=O)CNC(=O)CNC(=O)c2ccc(C)cc2)cc1	13	-5	-0.72	0.3	-1
3	O=[N+]([O-])c1cc(Cl)ccc1-c1nc(-c2ccncc2)no1	-10	-18	-0.4	1.3	-20
4	Brc1ccc(Oc2nnnn2-c2ccccc2)cc1	7	-23	.	-0.7	7
5	N#C/C(=N\Nc1ccc(S(=O)(=O)N2CCOCC2)cc1)C(N)=S	-13	9	0.51	0.3	-8
6	COC(=O)C(C)Sc1snnc1-c1ccccc1 (stereo not drawn)	2	-7[20 µM]	.	-0.4	31
7	CCCc1c(C)[nH]c2ccccc2c1=O	-44	-22[20 µM]	0.22	0.3	-10
8	COc1ccc2c(c1)CCN=C2Cc1ccc(OC)c(OC)c1	-12	-25	-0.051	0.8	10
9	CCCCN(CC(=O)NCCOC)C(=O)Cn1nnc2ccccc21	31	-28	0.023	1.6	10
10	CC(=O)Nc1ccc(/C(C)=N/NC(=O)c2ccccc2Cl)cc1	-5	-10	0.022	0.7	13
11	CCCc1cc2c(cc1NC(=O)c1ccccc1F)OCO2	18	6	-0.014	0.5	18
12	CCOC(=O)N1CCC(NC2CCCCCCC2)CC1	17	-14	.	1.4	7
13	Cc1nnc(SCc2cc(=O)[nH]c(N3CCCCC3)n2)s1	.	-9[20 µM]	0.049	0.2	.
14	COCCCNC(=O)Cn1cc2c(n1)CCCCC2	14	1	-0.027	-0.3	6
15	Cc1oc2nc(SCC(=O)N3CCCCC3)nc(N)c2c1C	19	-20	0.29	0.7	6

entry	EBV gp42 inh	Thrombin inh	Tb hexokinase	TRPN1 ag
1	-19	0	-45	-1.0
2	7	-4	-1	-1.2
3	-3	2	-12	0.8
4	-15	-5	1	-1.2
5	-15	1	-23	0.8
6	7	-3	-10	-1.1
7	-10	2	-8	-1.4
8	-23	-2	-8	-0.7
9	-1	0	-6	0.6
10	-16	2	21	0.0
11	-6	-7	8	0.1
12	-12	5	-1	1.5
13	.	.	3	0.6
14	-3	-2	4	-1.3
15	3	-2	0	0.8

4 entries already listed, ordered by length of the SMILES, smallest number first.
entry	SMILES	Calpain2 inh	Furin inhibitor	KCC2 mod	TRPML3 ag	PPC-1+TRAIL kill
12	CCOC(=O)N1CCC(NC2CCCCCCC2)CC1	17	-14	.	1.4	7
15	Cc1oc2nc(SCC(=O)N3CCCCC3)nc(N)c2c1C	19	-20	0.29	0.7	6
3	O=[N+]([O-])c1cc(Cl)ccc1-c1nc(-c2ccncc2)no1	-10	-18	-0.4	1.3	-20
2	COC(=O)c1ccc(COC(=O)CNC(=O)CNC(=O)c2ccc(C)cc2)cc1	13	-5	-0.72	0.3	-1

entry	EBV gp42 inh	Thrombin inh	Tb hexokinase	TRPN1 ag
12	-12	5	-1	1.5
15	3	-2	0	0.8
3	-3	2	-12	0.8
2	7	-4	-1	-1.2

Back to the main list with the five entries that preceded the break.
entry	SMILES	Calpain2 inh	Furin inhibitor	KCC2 mod	TRPML3 ag	PPC-1+TRAIL kill
11	CCCc1cc2c(cc1NC(=O)c1ccccc1F)OCO2	18	6	-0.014	0.5	18
12	CCOC(=O)N1CCC(NC2CCCCCCC2)CC1	17	-14	.	1.4	7
13	Cc1nnc(SCc2cc(=O)[nH]c(N3CCCCC3)n2)s1	.	-9[20 µM]	0.049	0.2	.
14	COCCCNC(=O)Cn1cc2c(n1)CCCCC2	14	1	-0.027	-0.3	6
15	Cc1oc2nc(SCC(=O)N3CCCCC3)nc(N)c2c1C	19	-20	0.29	0.7	6
16	O=C(Nc1cnn(Cc2ccc(Cl)cc2)c1)c1ccc([N+](=O)[O-])cc1	4	-16[20 µM]	-1.2	0.0	11
17	O=C(O)CCc1nc(-c2ccccc2Cl)no1	-11	-26	0.55	-0.8	22
18	CC(O)c1cccc(NC(=O)CCC(=O)O)c1 (stereo not drawn)	-12	-19	1.1	1.0	2
19	Cc1c(-n2c(SC(C)C(=O)NC(N)=O)nc3ccccc3c2=O)c(=O)n(-c2ccccc2)n1C (stereo not drawn)	-23	-27	0.03	0.9	2
20	C=CCN1C(=O)/C(=C\c2cc(Br)c(OCc3ccccn3)c(OC)c2)SC1=S	2	-11	0.18	0.9	14
21	Cc1nc2sc(C(c3ccccc3)N3CCN(CCO)CC3)c(O)n2n1 (stereo not drawn)	-20	-32	-0.3	.	12
22	CC(=O)Nc1ccc(NC(=O)C2CCCN(C(=O)c3ccc(Cl)cc3)C2)cc1 (stereo not drawn)	-11	-20	0.027	0.7	17
23	CCc1ccc(NC(=O)N(CCCN2CCOCC2)C(C)c2cc3cccc(OC)c3o2)cc1 (stereo not drawn)	9	-1	-1.9	-0.4	1
24	O=C(NCN1CCN(c2ccccn2)CC1)c1cnccn1	17	-19	0.25	0.2	7
25	O=C1c2ccccc2C(O)N1Cc1ccccc1Cl (stereo not drawn)	-3	12	0.45	-0.5	31
26	CN(C)c1ccc(C(=O)Nc2nnc(C3=COCCO3)o2)cc1	-10	-16	0.51	0.2	4
27	Cc1ccc(NC(=O)N(Cc2ccc3c(c2)OCO3)Cc2cc3cc4c(cc3[nH]c2=O)OCCO4)cc1	-40	-21	0.3	0.7	7
28	O=C(NCC1CCCO1)C1CCN(S(=O)(=O)N2CCCC2)CC1 (stereo not drawn)	1	-1	-0.081	0.3	7
29	COc1ccc(S(=O)(=O)NCC2CCCN(C(=O)c3cccs3)C2)cc1 (stereo not drawn)	-23	-12	0.047	0.2	19
30	Cc1ccc(N(CC(=O)NCc2ccncc2)S(C)(=O)=O)cc1	2	-18[20 µM]	-0.3	0.7	2

entry	EBV gp42 inh	Thrombin inh	Tb hexokinase	TRPN1 ag
11	-6	-7	8	0.1
12	-12	5	-1	1.5
13	.	.	3	0.6
14	-3	-2	4	-1.3
15	3	-2	0	0.8
16	-2	1	-2	0.7
17	-15	4	-2	-0.3
18	-19	-4	-2	-0.1
19	7	-11	-6	1.3
20	0	-2	-7	-0.1
21	-15	-7	-3	.
22	-20	-9	1	-0.8
23	7	6	-5	-1.4
24	0	-6	1	-0.7
25	-18	-1	3	1.5
26	-19	8	-28	0.9
27	-13	5	-11	1.0
28	-15	2	3	-0.2
29	-9	8	0	-0.1
30	-8	1	4	-0.1

(list continues)
entry	SMILES	Calpain2 inh	Furin inhibitor	KCC2 mod	TRPML3 ag	PPC-1+TRAIL kill
31	CCOC(=O)c1c(-c2ccc(F)cc2)csc1/N=C/N(C)C	1	-26	-1.3	-1.2	14
32	CC(C)CNC(=O)CSc1nnc(CN2CCCCCC2=O)n1-c1ccccn1	6	-17	.	0.2	-10
33	Cc1ccc(S(=O)(=O)Nc2ccnc3ccccc23)cc1	-49	-6[20 µM]	.	-0.1	15
34	CC(C)(C)Sc1nc(O)cc(=O)[nH]1	5	-7	0.56	-0.4	9
35	COc1ccc(CCn2nnnc2C(c2ccc(C)cc2)N2CCN(C)CC2)cc1OC (stereo not drawn)	5	-15	-0.76	1.0	-15
36	Cc1ccccc1NC(=S)N(C)CCc1ccccn1	5	-13	1.2	0.6	7
37	CCCC(C)C(=O)Nc1ccncc1 (stereo not drawn)	-11	-21[20 µM]	0.17	-0.9	-7
38	Cc1sc2ncnc(SCC(=O)N(C(C)C)C(C)C)c2c1C	-2	-22	.	-0.3	2
39	O=C(O)CCCC(=O)N1N=C(c2ccccc2)CC1c1cccs1 (stereo not drawn)	11	-4	0.076	0.4	8
40	CCCCc1c(O)nc2n(c1=O)CCS2	3	-16[20 µM]	-0.9	-0.7	6
41	CCN(CC)c1ccc2oc(=O)c(C)nc2c1	-10	-21[20 µM]	-0.85	4.8	-1
42	CCN(CC)C(=O)CSc1ncnc2c1cnn2-c1ccccc1	-11	-8[20 µM]	-2.4	1.0	14
43	Cc1cc(S(=O)(=O)Nc2cccc(O)c2)c(C)s1	-13	-16	.	-0.2	12
44	C=C(C)C(=O)Nc1cccc(C2=NOC3(C2)C[C@H](C(N)=O)N(C(=O)c2ccccc2C(=O)c2ccccc2)C3)c1 (stereo partly drawn)	-26	-19	-0.41	.	11
45	COC(=O)CNC(=O)CSc1nc(N)cc(=O)[nH]1	-24	-2[20 µM]	0.72	0.3	5
46	Clc1ccccc1COc1ccc(/C=N/n2cnnc2)cc1	6	9	0.4	-1.2	19
47	COC(=O)c1cccnc1-n1c(=O)c2cccnc2n(Cc2cccc([N+](=O)[O-])c2)c1=O	15	-23	-0.28	0.1	-9
48	O=C(Cc1cccc(C(F)(F)F)c1)Nc1ccccc1	-30	4	-0.22	-0.8	17

entry	EBV gp42 inh	Thrombin inh	Tb hexokinase	TRPN1 ag
31	-18	-12	-15	-1.3
32	-26	0	1	0.2
33	2	0	-51	-1.1
34	-8	-1	5	0.9
35	4	-10	-1	0.2
36	-27	-8	-4	0.5
37	-14	0	5	0.2
38	-16	-4	0	-0.3
39	-14	7	-4	2.4
40	-12	-5	5	-1.5
41	51*	-4	3	12
42	-5	-3	4	0.3
43	0	-5	-1	1.0
44	7	-3	4	.
45	13	-4	-7	-1.1
46	-14	-3	0	-0.9
47	-4	-8	0	-0.5
48	-10	-10	-4	-3.6
